Source: PubChem BioAssay (several laboratories)
CSN deneddyl inh: blocks human CSN-mediated cullin deneddylation; Q92905; Purified CSN, SCF-Nedd8-OG deneddylation, fluorescence polarization; inhibition, % at 12.5 µM; 0.38% of 360,000 active; AID 651999;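 active means pattern-corrected inhibition above about 35%, with an unprinted fluorescence ratio check between 0.5 and 1.5, limit read from the data, passing the limit was not always enough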;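 further: 0% = enzyme with substrate and 100% = substrate without enzyme; some results filed as inactive read as strong as hits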
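assay system = purified human Csn5 enzyme expressed in HEK293T cells | amount = 0.24 nM enzyme | buffer or medium = Tris/NaCl/DTT buffer, pH 7.5 | reagent = 10 nM SCFSkp2-Nedd8OG | compound = one concentration, 12.5 µM, 0.25% DMSO | times = 90 min reaction at room temperature | signal = FP | read-out basis = % inhibition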
Rpn11 inh: blocks the human proteasome subunit Rpn11 | O00487 | human 26S proteasome, Ub4-pepOG fluorescence polarization; 20S core pre-blocked with epoxomicin | calls only at 20 µM | 0.59% of 360,000 active | AID 588493;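 active means inhibition at 20 µM, scaled to each plate's controls, above about 33%, limit read from the data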
DNMT1 inh: blocks human DNA methyltransferase DNMT1 | 0.83% of 360,000 active | P26358 | DNMT1 molecular beacon, Hinp1I cleavage, fluorescence | inhibition (reported as % activation of signal), % at 10 µM; in the data active means inhibition above about 50%
LMPTP inh: LMPTP (human) inhibition | P24666 | recombinant LMPTP-A, OMFP fluorogenic substrate, fluorescence intensity | inhibition, % at 20 µM | 0.22% of 360,000 active | AID 651560;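 active means compounds that cut the enzyme signal by at least half of the control window in the single-dose screen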;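 further: plate controls were DMSO wells with enzyme plus substrate for no effect and substrate without enzyme for full effect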
Target sequence (P24666 whole entry, looked up): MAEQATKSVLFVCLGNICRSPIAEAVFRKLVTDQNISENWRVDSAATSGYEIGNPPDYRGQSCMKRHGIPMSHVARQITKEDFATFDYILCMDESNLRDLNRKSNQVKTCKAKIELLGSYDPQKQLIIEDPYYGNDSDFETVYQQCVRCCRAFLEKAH
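test system = LMPTP-A | amount = 0.625 nM LMPTP-A final | reagent = fluorogenic phosphatase substrate OMFP at 400 µM final | incubation = 50 min at room temperature | benchmarks = no-enzyme low control, uninhibited high control | medium = Bis-Tris pH 6.0, DTT, detergent | signal = fluorescence intensity of OMFP turnover product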
STEP block: STEP (human) phosphatase inhibition; P54829; recombinant STEP, OMFP fluorogenic substrate, fluorescence; inhibition, % at 20 µM; 0.25% of 360,000 active; AID 588621;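 active means inhibition at 20 µM, scaled per plate between control wells, above about 37%, limit read from the data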;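 further: 0% = DMSO with enzyme and substrate and 100% = substrate only without enzyme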
Target sequence (P54829 whole entry, looked up): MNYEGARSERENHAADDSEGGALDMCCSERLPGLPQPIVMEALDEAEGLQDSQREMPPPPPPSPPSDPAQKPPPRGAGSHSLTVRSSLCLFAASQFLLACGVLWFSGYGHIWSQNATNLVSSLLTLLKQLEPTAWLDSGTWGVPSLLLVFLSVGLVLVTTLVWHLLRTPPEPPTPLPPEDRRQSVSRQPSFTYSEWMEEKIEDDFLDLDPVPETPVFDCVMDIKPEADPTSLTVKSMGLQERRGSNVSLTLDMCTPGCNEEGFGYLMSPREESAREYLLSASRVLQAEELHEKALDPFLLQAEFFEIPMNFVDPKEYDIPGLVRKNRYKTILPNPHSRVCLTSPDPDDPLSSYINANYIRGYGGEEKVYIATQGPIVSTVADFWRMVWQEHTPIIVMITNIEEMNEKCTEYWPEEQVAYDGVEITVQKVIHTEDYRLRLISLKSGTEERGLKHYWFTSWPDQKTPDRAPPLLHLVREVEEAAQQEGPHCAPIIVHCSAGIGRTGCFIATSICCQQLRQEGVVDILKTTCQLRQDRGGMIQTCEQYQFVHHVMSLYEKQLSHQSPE
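Also added – OMFP at 25 µM · Test system – STEP tyrosine phosphatase · Technique – FITC-channel fluorescence of OMFP product · Schedule – 20 min at room temperature, dark · Evaluation – control-normalized % inhibition with plate pattern correction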
Scp1 inh: blocks human Scp-1 phosphatase activity; Q9GZU7; Recombinant Scp1, phosphopeptide, malachite green phosphate absorbance; inhibition, % at 20 µM; 0.88% of 340,000 active; AID 493091;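 active means inhibition above about 50% at 20 µM, limit read from the data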;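 further: plate controls were DMSO wells with enzyme for no effect and wells lacking enzyme for full effect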
Target sequence (Q9GZU7 76-261 limits assumed): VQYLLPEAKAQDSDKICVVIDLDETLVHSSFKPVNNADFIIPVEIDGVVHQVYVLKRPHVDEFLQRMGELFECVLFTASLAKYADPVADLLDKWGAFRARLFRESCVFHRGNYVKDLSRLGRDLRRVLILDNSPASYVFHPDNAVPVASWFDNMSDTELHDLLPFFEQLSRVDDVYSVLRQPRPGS
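Test system: SCP-1 catalytic domain; Buffer or medium: Acidic Tris acetate buffer with magnesium and detergent; Also added: Phosphorylated 17-residue peptide substrate; Compound: single 20 µM dose, 1% DMSO; Schedule: enzyme reaction 45 min at room temperature, colour 5 min, stabilisation 30 min; Signal: Phosphate-binding colour reagent, absorbance read at 630 nm.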
MsrA inhibitor: inhibitors of bovine MsrA; inhibition, % at 15.5 µM; 0.75% of 360,000 active; purified bovine MsrA, absorbance read-out; in the data active means inhibition above about 4.5%;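 further: 0% = vehicle wells with enzyme and 100% = reference inhibitor wells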
TbMetRS inhib: Trypanosoma brucei MetRS inhibition; 0.4% of 360,000 active; inhibition, % at 11.9 µM; purified T. brucei MetRS, ATP depletion, Kinase-Glo luminescence;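 active means inhibition above a per-plate cutoff of the control wells' mean inhibition plus 3 SD, cut at about 5.5% in these data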;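 further: 0% = DMSO wells median and 100% = median of wells with control inhibitor compound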
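Assay system: T. brucei methionyl-tRNA synthetase, purified | Medium: HEPES buffer with MgCl2, KCl, DTT, spermine, BSA, pyrophosphatase | Compound: 11.9 µM single point | Incubation: 15 min enzyme-compound preincubation, 2 h reaction, 10 min detection, 25 °C | Measured by: Kinase-Glo luciferase luminescence reporting remaining unconsumed ATP | Measure: % inhibition normalized to control-well medians | Replication: Singlicate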
NadD inh: NadD (S. aureus) enzyme inhibition; purified NadD enzyme, colorimetric absorbance read-out; inhibition, % at 20 µM; 0.78% of 360,000 active; AID 602399; in the data active means inhibition above about 26%; further: some compounds past the cut are filed as inactive
SUMO1-SIM PPI: SUMO1-SIM interaction modulation; P63165; SUMO1 binding to a labelled peptide, TR-FRET, 1 h; inhibition, % at 20 µM; 0.33% of 360,000 active; AID 602429; in the data active means inhibition above about 37%
Target sequence (P63165 whole entry, looked up): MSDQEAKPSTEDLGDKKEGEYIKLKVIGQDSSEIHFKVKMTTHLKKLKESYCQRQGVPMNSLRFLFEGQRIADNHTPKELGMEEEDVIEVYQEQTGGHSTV
Numbers without * were called inactive. An unsorted share of the library; about 3.9% have a hit in one of these screens.

For O=C(NCCC1CCCCN1S(=O)(=O)c1ccc(Cl)cc1)C(=O)NCCN1CCOCC1 (configuration not stated) the results were CSN deneddyl inh -13, Rpn11 inh inactive, DNMT1 inh 45, LMPTP inh -2.6, STEP block -2, Scp1 inh -1, MsrA inhibitor -1.1, TbMetRS inhib -0.6, NadD inh 2 and SUMO1-SIM PPI -8.
O=C(c1cc2c(=O)oc3ccccc3c2s1)N1CCOCC1 was read as CSN deneddyl inh 5, Rpn11 inh inactive, DNMT1 inh 5, LMPTP inh 0.4, STEP block 1, Scp1 inh -6, MsrA inhibitor 3.0, TbMetRS inhib 0.2, NadD inh 0 and SUMO1-SIM PPI -13.
Screening NC(=O)c1sc2nc3c(c(-c4ccc(Cl)cc4)c2c1N)CCCC3 returned CSN deneddyl inh 0, Rpn11 inh inactive, DNMT1 inh -11, LMPTP inh 3.0, STEP block 6, Scp1 inh -4, MsrA inhibitor 0.5, TbMetRS inhib -0.7, NadD inh 13 and SUMO1-SIM PPI -8.
For CCOc1ccc(NC(=O)CN(C)C(=O)c2ccc3c(c2)C(=O)N(CCC(C)C)C3=O)cc1OCC the results were CSN deneddyl inh 6, Rpn11 inh inactive, DNMT1 inh 1, LMPTP inh 1.6, STEP block 0, Scp1 inh -8, MsrA inhibitor 0.2, TbMetRS inhib 0.3, NadD inh -4 and SUMO1-SIM PPI -14.
`CC(C)CCN1C(=O)c2ccc(C(=O)Nc3ccc(Br)cc3C(=O)O)cc2C1=O` gave CSN deneddyl inh 16, Rpn11 inh inactive, DNMT1 inh 3, LMPTP inh 3.4, STEP block 0, Scp1 inh 26, MsrA inhibitor 0.3, TbMetRS inhib 1.0, NadD inh 22 and SUMO1-SIM PPI 15.
COc1cccc2cc(C(=O)NCCN3CCOCC3)oc12 was read as CSN deneddyl inh -2, Rpn11 inh inactive, DNMT1 inh 0, LMPTP inh -0.9, STEP block -1, Scp1 inh -5, MsrA inhibitor 0.7, TbMetRS inhib 0.3, NadD inh -5 and SUMO1-SIM PPI -6.
Cc1ccc(C)c(S(=O)(=O)N2CCCOC2CNC(=O)C(=O)NC2CCCCC2)c1 (configuration not stated) was read as CSN deneddyl inh 0, Rpn11 inh inactive, DNMT1 inh -1, LMPTP inh -0.9, STEP block -2, Scp1 inh -8, MsrA inhibitor 1.1, TbMetRS inhib -0.2, NadD inh 2 and SUMO1-SIM PPI -2.
`O=C(Nc1ccc(Nc2ccccc2)cc1)c1c(Cl)cccc1Cl` gave CSN deneddyl inh -2, Rpn11 inh inactive, DNMT1 inh -12, LMPTP inh 1.0, STEP block -3, Scp1 inh -20, MsrA inhibitor 0.0, TbMetRS inhib 0.0, NadD inh -5 and SUMO1-SIM PPI 2.
Screening CC1(C(=O)NS(=O)(=O)c2cccs2)CCN1C(=O)C1(c2ccc(Cl)cc2)CCC1 (configuration not stated) returned CSN deneddyl inh 3, Rpn11 inh inactive, DNMT1 inh -1, LMPTP inh -1.2, STEP block -4, MsrA inhibitor -0.1, TbMetRS inhib -0.2, NadD inh -7 and SUMO1-SIM PPI 0.
Nc1c(C(=O)CSc2nnnn2-c2ccccc2)c(=O)[nH]c(=O)n1C1CC1 was read as CSN deneddyl inh 7, Rpn11 inh inactive, DNMT1 inh 3, LMPTP inh -0.9, STEP block 5, Scp1 inh -15, MsrA inhibitor -0.8, TbMetRS inhib -0.1, NadD inh 2 and SUMO1-SIM PPI 4.
O=[N+]([O-])c1cccc(S(=O)(=O)N2CCc3ccccc3C2)c1 was read as CSN deneddyl inh -5, Rpn11 inh inactive, DNMT1 inh 4, LMPTP inh -0.6, STEP block -2, Scp1 inh -8, MsrA inhibitor -0.4, TbMetRS inhib -0.7, NadD inh -3 and SUMO1-SIM PPI -4.
CCc1cccc2c(C(=O)C(F)(F)F)cn(CC(=O)N3CCOCC3)c12 was read as CSN deneddyl inh -3, Rpn11 inh inactive, DNMT1 inh -1, LMPTP inh -0.7, STEP block 0, Scp1 inh -3, MsrA inhibitor 0.6, TbMetRS inhib -0.1, NadD inh -3 and SUMO1-SIM PPI -1.
`COc1ccc(OCCn2c(C)nc3ccccc32)cc1` gave CSN deneddyl inh -3, Rpn11 inh inactive, DNMT1 inh 3, LMPTP inh 2.6, STEP block 0, MsrA inhibitor -0.9, TbMetRS inhib -0.5, NadD inh -2 and SUMO1-SIM PPI -2.
For CCCNC(=O)C1(C)CCCN(C(=O)c2ccccc2OC)C1 (configuration not stated) the results were CSN deneddyl inh -2, Rpn11 inh inactive, DNMT1 inh 1, LMPTP inh -1.5, STEP block 2, MsrA inhibitor -0.5, TbMetRS inhib -0.6, NadD inh -4 and SUMO1-SIM PPI 2.
CCOC(=O)c1ccc(NC(=S)N2CCCC(C)C2)cc1 (configuration not stated) was read as CSN deneddyl inh -4, Rpn11 inh inactive, DNMT1 inh -6, LMPTP inh 0.3, STEP block 5, Scp1 inh 7, MsrA inhibitor 2.0, TbMetRS inhib 0.2, NadD inh 2 and SUMO1-SIM PPI -1.
`COc1ccccc1/C=C/C(=O)NCc1ccccn1` gave CSN deneddyl inh 1, Rpn11 inh inactive, DNMT1 inh 1, LMPTP inh -2.0, STEP block 5, Scp1 inh -4, MsrA inhibitor 1.0, TbMetRS inhib -0.4, NadD inh 0 and SUMO1-SIM PPI -4.
Screening CCN(CC)CCCNC(=O)Cn1ncc2c(=O)oc3ccc(C)cc3c21 returned CSN deneddyl inh -4, Rpn11 inh inactive, DNMT1 inh 4, LMPTP inh -0.6, STEP block -1, Scp1 inh 6, MsrA inhibitor -0.1, TbMetRS inhib 0.2, NadD inh 5 and SUMO1-SIM PPI 3.
COc1ccc(C(=O)NCC(=O)OCC(=O)c2ccc(Cl)cc2)cc1OC was read as CSN deneddyl inh 0, Rpn11 inh inactive, DNMT1 inh 0, LMPTP inh -0.5, STEP block 3, Scp1 inh -4, MsrA inhibitor 0.8, TbMetRS inhib -0.7, NadD inh 1 and SUMO1-SIM PPI 1.
CCOC(=O)CC(NC(=O)C1c2ccccc2Oc2ccccc21)c1ccccc1Cl (configuration not stated) was read as CSN deneddyl inh 4, Rpn11 inh inactive, DNMT1 inh 1, LMPTP inh 0.9, STEP block 0, Scp1 inh -8, MsrA inhibitor 0.2, TbMetRS inhib 0.0, NadD inh -7 and SUMO1-SIM PPI 0.
Screening C=CCNC(=O)CC1C(=O)NCCN1Cc1ccc(-c2ccccc2)cc1 (configuration not stated) returned CSN deneddyl inh -3, Rpn11 inh inactive, DNMT1 inh -1, LMPTP inh -1.0, STEP block 1, Scp1 inh -9, MsrA inhibitor 0.3, TbMetRS inhib -0.2, NadD inh 4 and SUMO1-SIM PPI -3.
`O=C(N/C(=C\c1ccco1)C(=O)N1CCOCC1)c1ccc([N+](=O)[O-])cc1` gave CSN deneddyl inh 4, Rpn11 inh inactive, DNMT1 inh 1, LMPTP inh 0.0, STEP block -1, Scp1 inh -5, MsrA inhibitor 1.2, TbMetRS inhib -0.6, NadD inh -4 and SUMO1-SIM PPI -36.
COCC(=O)Nc1ccc(S(=O)(=O)Nc2cc(C)nc(C)n2)cc1 was read as CSN deneddyl inh 0, Rpn11 inh inactive, DNMT1 inh -1, LMPTP inh -1.5, STEP block 4, Scp1 inh -9, TbMetRS inhib -0.8, NadD inh -2 and SUMO1-SIM PPI 7.
CC(C)CC(=O)Nc1cc([N+](=O)[O-])ccc1Cl was read as CSN deneddyl inh 0, Rpn11 inh inactive, DNMT1 inh 0, LMPTP inh 1.2, STEP block 0, Scp1 inh -3, TbMetRS inhib 0.1, NadD inh -2 and SUMO1-SIM PPI -24.
For COc1cc(NC(=O)C[n+]2ccc(C(=O)c3ccccc3)cc2)cc(OC)c1 the results were CSN deneddyl inh 3, Rpn11 inh inactive, DNMT1 inh -3, LMPTP inh -0.6, STEP block -3, Scp1 inh 2, MsrA inhibitor -1.3, TbMetRS inhib -0.3, NadD inh -3 and SUMO1-SIM PPI -46.
`Cc1ccc(NC(=O)CN2CCc3ccccc3C2)cc1F` gave CSN deneddyl inh 0, Rpn11 inh inactive, DNMT1 inh 4, LMPTP inh -1.1, STEP block -3, Scp1 inh 0, MsrA inhibitor 1.4, TbMetRS inhib -0.6, NadD inh -1 and SUMO1-SIM PPI 4.
`CCOC(=O)N1CCN(C(=O)c2ccc3c(c2)sc2nc(-c4ccccc4)cn23)CC1` gave CSN deneddyl inh -2, Rpn11 inh inactive, DNMT1 inh -2, LMPTP inh 2.1, STEP block -3, Scp1 inh 1, MsrA inhibitor -0.3, TbMetRS inhib -1.0, NadD inh -3 and SUMO1-SIM PPI 2.
For Cc1ccc(NC(=O)C(=O)NCc2ccc(/C=C(/C#N)C(=O)NCc3cccnc3)o2)cc1C the results were CSN deneddyl inh 3, Rpn11 inh inactive, DNMT1 inh -4, LMPTP inh 2.4, STEP block 1, Scp1 inh -8, MsrA inhibitor 0.2, TbMetRS inhib 0.2, NadD inh 11 and SUMO1-SIM PPI -6.
CNC(=O)c1c(C)nn(-c2ccc(F)c(Cl)c2)c1-c1cc(C)on1 was read as CSN deneddyl inh 2, Rpn11 inh inactive, DNMT1 inh -4, LMPTP inh -1.2, STEP block -4, Scp1 inh -4, MsrA inhibitor 0.7, TbMetRS inhib -0.8, NadD inh -2 and SUMO1-SIM PPI 4.
`CN(C(=O)c1cccc(NC(=O)Cc2ccc(NC(=O)C3CCCN(C(=O)C4CCC4)C3)cc2)c1)C1CCCCC1` (configuration not stated) gave CSN deneddyl inh 2, Rpn11 inh inactive, DNMT1 inh -27, LMPTP inh 0.3, STEP block 2, Scp1 inh -4, MsrA inhibitor -0.3, TbMetRS inhib -1.1, NadD inh 14 and SUMO1-SIM PPI 5.
`CCOC(=O)Nc1ccc2c(CN(C)Cc3ccc(F)cc3)cc(=O)oc2c1` gave CSN deneddyl inh 4, Rpn11 inh inactive, DNMT1 inh 12, LMPTP inh -0.5, STEP block 0, Scp1 inh -8, MsrA inhibitor 0.1, TbMetRS inhib -0.2, NadD inh 3 and SUMO1-SIM PPI -7.
